Screening results deposited in PubChem BioAssay by National Center for Advancing Translational Sciences (NCATS).
BAZ2B inh = inhibitors of human BAZ2B bromodomain; AlphaScreen BAZ2B-H3K14Ac peptide displacement; Potency, µM (doses to about 114 µM), for inactives: at the top dose activity change, negative = inhibition, most hits filed as inhibitors; 360,000 compounds, 4.4% hits; AID 504333; further: potency means the concentration at half of the fitted maximal effect; on the % scale 0 is the no-effect control and ±100 the full control effect; nearly all actives have a fitted effect of over 60% in size
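In this displacement format the biotinylated H3(5-23) peptide acetylated at Lys14 serves as ligand at 50 nM, with BAZ2B at 50 nM in PBS pH 7.4 containing 0.01% Tween-20. Donor and acceptor beads are 10 ug/mL final.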
JMJD2A Tudor = inhibitors of human JMJD2A Tudor domain; O75164; AID 504339; Potency, µM (top dose mostly 114 µM), for the others: at the highest dose activity change, negative = inhibition, hits mostly inhibitors; 390,000 compounds, 4.4% hits; AlphaScreen JMJD2A-Tudor / H3K4me3 peptide binding; further: potency means the concentration at half of the fitted maximal effect; on the % scale 0 is the no-effect control and ±100 the full control effect; nearly all actives have a fitted effect of over 50% in size
Pin1 inh = inhibitors of human Pin1. Pin1 FP peptide displacement, HiFluor488, 10 min. Potency, µM (highest dose often 115 µM), for inactives: at the top dose activity, negative = inhibition, actives largely listed as inhibitors. 390,000 compounds, 0.009% hits; active means well fitted inhibition curve with a large enough effect in the polarisation, with a control signal flat, not every such curve was filed as active; inconclusive means small, poorly fitted or top-dose-only effect, or effect the other way, or a change in a side signal; inactive means no such curve, though single readings can be large or run the other way; the % refers to the polarisation; further: potency means the concentration at half of the fitted maximal effect; on the % scale 0 is the no-effect control and ±100 the full control effect
Target sequence (Q13526 whole entry, looked up): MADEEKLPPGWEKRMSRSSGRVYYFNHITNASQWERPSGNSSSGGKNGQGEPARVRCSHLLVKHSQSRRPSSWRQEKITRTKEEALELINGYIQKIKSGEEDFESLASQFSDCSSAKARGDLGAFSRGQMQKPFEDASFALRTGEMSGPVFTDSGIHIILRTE
POLH inh = blocks human DNA polymerase eta activity | Q9Y253 | recombinant Pol eta, fluorescent DNA replication assay | Potency, µM (highest dose often 114 µM), inactives show at the top dose activity change, negative = inhibition, most hits filed as inhibitors | 390,000 compounds, 1.2% hits | AID 588591; further: potency means the concentration at half of the fitted maximal effect; on the % scale 0 is the no-effect control and ±100 the full control effect
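Pol eta (10 nM) was preincubated with compounds for 15 min at room temperature, after which fluorescent replication substrate (50 nM final) was added to start the reaction. Fluorescence was read kinetically at 0 and 10 min.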
G9a block = G9a (human) methyltransferase inhibition; Potency, µM (doses to about 102 µM), for inactives: at the top dose activity, negative = inhibition, most hits filed as inhibitors; 350,000 compounds, 8.8% hits; G9a H3K9 monomethylation, AlphaScreen, 2 h; Q96KQ7; further: potency means the concentration at half of the fitted maximal effect; on the % scale 0 is the no-effect control and ±100 the full control effect; nearly all actives have a fitted effect of over 75% in size
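Quantitative HTS format: methyltransferase activity on a biotin-tagged H3K9 peptide is measured by AlphaScreen, using a rabbit anti-monomethyl-H3K9 antibody with streptavidin donor and anti-IgG acceptor beads. Final levels are 20 nM enzyme, 500 nM peptide, 20 uM SAM; 2 h RT.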
PI4K2A inh = inhibitors of human PI4K2A | Q9BTU6 | purified PI4K2A, ADP-Glo luminescence, 1 h; stronger effect = lower value | 420,000 compounds, 0.13% hits | activity change, negative = inhibition, % at 76.9 µM; in the data active means activity change below about -50%; inconclusive means mostly about -30% to -49%;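 further: -100% = wells without enzyme as full effect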
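PI4K2A activity was measured by ADP-Glo luminescence: enzyme (4 ug/mL stock) and phosphatidylinositol (1.2 mM stock) in Tris pH 7.5/MgCl2/EGTA/Triton X-100 buffer were reacted with ATP (300 microM stock) for one hour at ambient temperature.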
HP1b binding inh = HP1-beta chromodomain-methylated histone interaction inhibition; AlphaScreen HP1-beta / biotin-H3K9me3 peptide binding; Potency, µM (series often up to 114 µM), inactives show at the highest dose activity change, negative = inhibition, hits mostly inhibitors; 390,000 compounds, 0.56% hits; AID 540317; further: potency means the concentration at half of the fitted maximal effect; nearly all actives have a fitted effect of over 70% in size; inactives centre near 23
Target sequence (P83916 whole entry, looked up): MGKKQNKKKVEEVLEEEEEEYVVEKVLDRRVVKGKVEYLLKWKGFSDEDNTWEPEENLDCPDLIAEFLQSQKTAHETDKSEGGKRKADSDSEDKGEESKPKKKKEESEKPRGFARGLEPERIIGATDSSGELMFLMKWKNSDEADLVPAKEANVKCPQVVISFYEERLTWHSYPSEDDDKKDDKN
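HP1-beta protein (50 nM final) preincubated 30 min at room temperature with biotinylated H3(1-18)K9me3 peptide (50 nM) in PBS pH 7.4, 0.01% Tween-20, then compound added for 30 min. AlphaScreen streptavidin donor/nickel chelate acceptor beads (10 ug/mL final), 30 min dark, luminescence read.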
GLS inhibitor = glutaminase GLS (human) inhibition. O94925. GLS enzymatic activity, qHTS titration. Potency, µM (top dose mostly 45.5 µM), for the others: top-dose activity change, negative = inhibition, most hits filed as inhibitors. 410,000 compounds, 0.21% hits. AID 624170; further: potency means the concentration at half of the fitted maximal effect; on the % scale 0 is the no-effect control and ±100 the full control effect
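Read-out is an Amplex red fluorescence increase coupled through glutamate oxidase and HRP, measured before and after 30 min room-temperature incubation. hKGA is in 45 mM KH2PO4 (pH 8.2) with 0.02% Tween-20; glutamine added as 1mM solution.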
Tb PGK inh = blocks T. brucei phosphoglycerate kinase; P07378; PGK/GAPDH coupled, Kinase-Glo luminescence, 60 min; Potency, µM (highest dose often 57.5 µM), for the others: top-dose activity change, negative = inhibition, most hits filed as inhibitors; 380,000 compounds, 0.043% hits; AID 602233; further: potency means the concentration at half of the fitted maximal effect; on the % scale 0 is the no-effect control and ±100 the full control effect; nearly all actives have a fitted effect of over 60% in size
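Luminescent ATP detection (Kinase-Glo Plus) follows a 60-minute room-temperature incubation, with wells lacking PGK as controls. Buffer: 100 mM TEA (pH 7.6), 5 mM MgCl2, 0.01% Tween-20. Coupling enzyme GAPDH (100 nM final) supplies unstable 1,3-BPG in-well.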
* marks the source's active call; other numbers are inactive results; i = inactive; ? = inconclusive; nt = no result given; [ ] = another dose, or the depositor's remark. Unless noted, the call rests on the fitted dose curve; in most records, active means well fitted curve in the direction sought with a large enough effect; inconclusive means small, poorly fitted or top-dose-only effect, or another doubt; inactive means no such curve, though single readings can be large; an effect the other way counts as inactive or inconclusive.

SMILES	BAZ2B inh	JMJD2A Tudor	Pin1 inh	POLH inh	G9a block	PI4K2A inh	HP1b binding inh	GLS inhibitor	Tb PGK inh
CCOP(=S)(OCC)Oc1cc(C)oc(=O)c1	?	-24%	6%	-7%	nt	-5	-11%	-9%	-3%
C[C@]12CCC3C(CC[C@H]4C[C@@H](O)CC[C@]34C)C1C[C@@H](N)[C@@H]2O (stereo partly drawn)	nt	-6%	2%	-8%	nt	-3	25%	-13%	-3%
CCCCCCCSc1cc(OC)c(CCN(C)C)cc1OC	25µM*	35µM*	4%	?	?	3	?	0%	-9%
CCCCCn1c(=O)c(C(=O)Nc2nc3ccccc3[nH]2)c(O)c2ccccc21	-5%	2%	-3%	-19%	-3%	2	59%[activator]	0%	i
COC(=O)C1=C(c2ccc(F)cc2OCc2ccccc2)C[C@@H]2CC[C@H]1N2C(=O)NCc1ccc(C(F)(F)F)cc1	nt	-13%	15%	-16%	nt	-4	33%	-4%	-7%

Three compounds already listed, ordered by molecular weight, descending.
SMILES	BAZ2B inh	JMJD2A Tudor	Pin1 inh	POLH inh	G9a block	PI4K2A inh	HP1b binding inh	GLS inhibitor	Tb PGK inh
CCCCCCCSc1cc(OC)c(CCN(C)C)cc1OC	25µM*	35µM*	4%	?	?	3	?	0%	-9%
C[C@]12CCC3C(CC[C@H]4C[C@@H](O)CC[C@]34C)C1C[C@@H](N)[C@@H]2O (stereo partly drawn)	nt	-6%	2%	-8%	nt	-3	25%	-13%	-3%
CCOP(=S)(OCC)Oc1cc(C)oc(=O)c1	?	-24%	6%	-7%	nt	-5	-11%	-9%	-3%

In the list so far, these contain sulfur:
SMILES	BAZ2B inh	JMJD2A Tudor	Pin1 inh	POLH inh	G9a block	PI4K2A inh	HP1b binding inh	GLS inhibitor	Tb PGK inh
CCOP(=S)(OCC)Oc1cc(C)oc(=O)c1	?	-24%	6%	-7%	nt	-5	-11%	-9%	-3%
CCCCCCCSc1cc(OC)c(CCN(C)C)cc1OC	25µM*	35µM*	4%	?	?	3	?	0%	-9%

One compound at a time, from the list above.
Listed for CCCCCCCSc1cc(OC)c(CCN(C)C)cc1OC → BAZ2B inh: 25µM*; JMJD2A Tudor: 35µM*; Pin1 inh: 4%; POLH inh: ?; G9a block: ?; PI4K2A inh: 3; HP1b binding inh: ?; GLS inhibitor: 0%; Tb PGK inh: -9%
Listed for CCCCCn1c(=O)c(C(=O)Nc2nc3ccccc3[nH]2)c(O)c2ccccc21 → BAZ2B inh: -5%; JMJD2A Tudor: 2%; Pin1 inh: -3%; POLH inh: -19%; G9a block: -3%; PI4K2A inh: 2; HP1b binding inh: 59%[activator]; GLS inhibitor: 0%; Tb PGK inh: i

Only part of the results is shown. The share of hits here may be higher or lower than overall.
